Screens (PubChem)
Bfl-1 inhibitors – Bfl-1 inhibitors, primary screen, biochemical, fluorescence polarization, FITC-Bid, mouse (AID 432) | FITC-Bid BH3 peptide fluorescence polarization displacement; higher % means a stronger effect | one-dose displacement, % at 20 µM; IC50 in µM for titrated hits | 64,000 tested, 0.02% active; in the data active = a potency from the dose series; inactive = the rest, 99 in 100 with displacement below about 15%; note: strong numbers were not always called active
LYP phosphatase – inhibition of human PTPN22 tyrosine phosphatase – biochemical, DiFMUP fluorescence, recombinant catalytic domain, 10 µM, primary screen (AID 606) | inhibition, % at 10 µM; hits with a dose series show IC50 in µM | 52,000 tested, under 10 active | recombinant LYP catalytic domain, DiFMUP fluorescence; higher % means a stronger effect;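 active = IC50 under 40 µM in the dose-response test; inactive = IC50 of 40 µM or more, or never dose-tested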
TNAP inhibition – human TNAP enzyme inhibitors, biochemical, luminescent (AID 518); purified TNAP enzyme, luminescent substrate readout; higher % means a stronger effect; inhibition, % at 20 µM; hits with a dose series show IC50 in µM; 64,000 tested, 0.09% active; in the data active = a potency from the dose series; inactive = the rest, 99 in 100 with inhibition below about 22%;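 note: plate controls were vehicle for no effect and reference inhibitor for full effect; many of its hits are not listed in these tables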
Spn PMK inh – S. pneumoniae PMK inhibition. purified PMK, PK/LDH-coupled NADH absorbance 340 nm. inhibition, % at 10 µM. 65,000 tested, 0.49% active;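 active = top-ranked compounds by inhibition in the single 10 µM screen, taking a fixed number of the strongest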;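 note: 0% = full reaction with DMSO carrier and 100% = background rate without enzyme reaction; no value below 0 was filed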
MK inhibit – inhibitors of Streptococcus pneumoniae mevalonate kinase; purified MK, PK/LDH-coupled NADH absorbance 340 nm; inhibition, % at 10 µM; 65,000 tested, 0.48% active;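 active = ranked among the strongest by inhibition in the single 10 µM screen, a fixed top-ranked set picked for dose follow-up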; note: no value below 0 was filed
HT1080 viability – cytotoxicity in HT1080 fibrosarcoma cells, cell-based, fluorescence readout (AID 620); 87,000 tested, 0.42% active; one-dose cytotoxicity, % at 10 µM; EC50 in µM for titrated hits; HT1080 viability, fluorescence; higher % means a stronger effect;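 note: cells exposed to compound overnight then 4 h with Alamar Blue; 0% = vehicle DMSO and 100% = killing control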
KRASV12 cytotoxicity – cytotoxicity in KRAS-transformed pancreatic duct cells, primary screen, cell-based, fluorescence, HTS (AID 431); HPDE-C7K KRASV12 cells, Alamar Blue viability, 48 h; higher % means a stronger effect; cytotoxicity, % at 10 µM, or EC50 in µM where a hit was titrated; 63,000 tested, 1.7% active;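 active = compounds whose percent cytotoxicity in the single-dose primary screen, scaled between solvent and toxic-drug controls, exceeds 50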;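 note: 0% = DMSO solvent wells and 100% = doxorubicin-treated wells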
Spn DPM-DC inh – blocks S. pneumoniae diphosphomevalonate decarboxylase; purified DPM-DC, PK/LDH coupled NADH fluorescence; calls only at 10 µM; 65,000 tested, 0.49% active; AID 556;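 active = the 320 compounds with the highest percent inhibition in the single-dose primary screen, excluding strongly autofluorescent ones, cut at about 32% in these data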;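 note: kinetic rate of NADH fluorescence loss reporting ADP formed by the decarboxylase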
HPDE-C7 cytotoxicity – cytotoxicity in HPDE-C7 cells, cell-based, fluorescence, HTS (AID 430); HPDE-C7 pancreatic duct cells viability, fluorescence; higher % means a stronger effect; cytotoxicity, % at 10 µM; hits with a dose series show EC50 in µM; 63,000 tested, 1.8% active;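 note: cells exposed to compound for 48 hours before viability readout; 0% = vehicle and 100% = reference cytotoxic drug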
Spn PMK inh pilot replicates – recorded beside Spn PMK inh, whose call it bears; inhibition, %; measured here: pilot screen replicates
MK inhibit pilot replicates – recorded beside MK inhibit, whose call it bears; inhibition, %; measured here: pilot screen replicates
Spn DPM-DC inh pilot screen % – also measured in Spn DPM-DC inh; calls as there; inhibition, %; measured here: pilot screen trials
The depositor's hits bear a star; i = inactive; nt = not tested or not shown; + = active, no number. Cut-off read from the data, not from the text of the source, unless noted: active = cytotoxicity above about 50%; inactive = the rest.

SMILES | Bfl-1 inhibitors | LYP phosphatase | TNAP inhibition | Spn PMK inh | MK inhibit | HT1080 viability | KRASV12 cytotoxicity | Spn DPM-DC inh | HPDE-C7 cytotoxicity | others
Cc1csc2nc(CNC(=O)C3CCCCC3)cn12 | -7% | 22% | -3% | 5 | 0 | 1% | -22% | i | -27%
Cc1ccc(OS(=O)Nc2cccc3nccnc23)cc1 (stereo unspecified) | -1% | -4% | 10% | 0 | 8 | 3% | 4% | i | 1%
CSc1nnc2c(n1)OC(c1cccn1C)N(C(C)=O)c1ccccc1-2 (stereo unspecified) | -11% | nt | -3% | 0 | 3 | -4% | -13% | i | -7%
COc1ccc(-c2nc(CS(=O)CC(=O)NCCC3=CCCCC3)c(C)o2)cc1 (stereo unspecified) | -1% | 6% | 10% | 19 | 4 | 2% | 2% | i | 6%
Cc1ccc(C)n1-c1ccc(N2CCOCC2)cc1 | 4% | 3% | 14% | 5 | 4 | -2% | 5% | i | 3% | Spn PMK inh pilot replicates=3.5;MK inhibit pilot replicates=0.0;Spn DPM-DC inh pilot screen %=0.0
CCOc1cccc(=O)c2c(C)n(CC3CCCO3)c(C)c12 (stereo unspecified) | 6% | -1% | 8% | 16 | 12 | -7% | nt | i | nt
CCCCOc1ccc(S(=O)(=O)Nc2cccnc2)cc1 | 0% | -15% | 17% | 6 | 5 | -2% | 9% | i | -5%
COCCCN=CC1=C(O)CC(C)(C)CC1=O | 2% | nt | 13% | 7 | 2 | nt | -14% | i | -13%
O=C(Cc1ccccc1)Nc1nc2ccccc2[nH]1 | nt | 21% | nt | 3 | 0 | -1% | nt | i | nt
CC1CCCCC1NC(=O)CN1C(=O)NC(C)(c2ccc(OC(F)F)cc2)C1=O (stereo unspecified) | 4% | 6% | 3% | 4 | 6 | -3% | -12% | i | -10%
N#Cc1c(NC(=O)CCCN2C(=O)c3ccccc3C2=O)oc(-c2ccccc2)c1-c1ccccc1 | 0% | -1% | 16% | 16 | 8 | -7% | 7% | i | 12%
CCCc1nnc(SCC(=O)Nc2ccc(OC)cc2)n1N | 0% | 0% | 12% | 9 | 4 | 2% | -2% | i | 3%
CCSc1nc(-c2ccc(OC)cc2)n(-c2nc3ccccc3s2)n1 | nt | -2% | nt | 4 | 16 | -5% | nt | i | nt
CSc1ccc(-c2nc(CSCC(=O)N3CCOCC3)c(C)o2)cc1 | -1% | nt | 8% | 10 | 5 | 6% | -24% | i | -24% | Spn PMK inh pilot replicates=1.5;MK inhibit pilot replicates=0.0;Spn DPM-DC inh pilot screen %=0.0
Cc1cccc(-n2ncc3c(NC4CCCCC4)ncnc32)c1 | -1% | 12% | 13% | 4 | 0 | -4% | 12% | i | 10%
Cc1cnc(C(=O)Nc2nnc(C(C)C)s2)cn1 | -8% | 4% | 10% | 0 | 8 | -1% | -4% | i | -7% | Spn PMK inh pilot replicates=3.0;MK inhibit pilot replicates=0.5;Spn DPM-DC inh pilot screen %=3.5
Cn1c(=O)[nH]c(=O)c2c1nc(N1CCOCC1)n2CCSc1ncccn1 | nt | 8% | nt | 5 | 0 | 8% | nt | i | nt
CC(C)N1C(=O)C2C(C(=O)NC3CCCCC3)C3C=CC2(O3)C1C(=O)NC1CCCC1 (stereo unspecified) | 1% | -12% | 6% | 15 | 13 | -3% | -2% | i | -5% | Spn PMK inh pilot replicates=0.0;MK inhibit pilot replicates=1.0;Spn DPM-DC inh pilot screen %=1.0
Nc1nc2c(s1)C(=O)CCC2 | -8% | 5% | 11% | 10 | 13 | 35% | 0% | i | -13%
CC(=O)C(Sc1ccc2nnc(-c3ccc(C)cc3)n2n1)C(C)=O | 2% | nt | 5% | 7 | 2 | -6% | 2% | i | -6%
CCn1c(COc2cccc(OC)c2)nnc1SCC(=O)Nc1cccc(OC)c1 | -2% | -8% | 10% | 18 | 4 | -5% | -1% | i | 0%
O=C(NCCN1C(=O)C2C3C=CC(C3)C2C1=O)N1CCOCC1 (stereo unspecified) | 0% | 10% | 14% | 9 | 4 | -7% | -1% | i | 1% | Spn PMK inh pilot replicates=0.0;MK inhibit pilot replicates=0.0;Spn DPM-DC inh pilot screen %=0.0
COc1ccc(OC)c(S(=O)(=O)NCCC2=CCCCC2)c1 | -5% | 5% | 17% | 14 | 0 | -4% | 7% | i | -1% | Spn PMK inh pilot replicates=2.5;MK inhibit pilot replicates=0.0;Spn DPM-DC inh pilot screen %=0.0
Cc1c(Cl)cccc1NC(=O)CC(NCCN1CCOCC1)C(=O)O (stereo unspecified) | -5% | 13% | 7% | 11 | 0 | -3% | 5% | i | -2%
CC(C)OP(=O)(c1ccc(N(C)C)cc1)C(O)c1ccccc1F (stereo unspecified) | -2% | 10% | 10% | 12 | 7 | -4% | -8% | i | -14% | Spn PMK inh pilot replicates=2.0;MK inhibit pilot replicates=0.5;Spn DPM-DC inh pilot screen %=1.5
CCN(CC)c1nc(N)c2c(N)n(-c3ccccc3C)c(=S)c(C#N)c2c1C#N | 3% | -5% | 8% | 16 | 4 | -3% | 4% | i | 0%
CCn1c2ccccc2c2cc(NC(=O)CCCN3C(=O)CCC3=O)ccc21 | 1% | -11% | 6% | 4 | 5 | 0% | 41% | i | 4%
CC1CCCC(NC(=O)c2cn(C)c3ccc(S(=O)(=O)N4CCCC4)cc3c2=O)C1C (stereo unspecified) | -4% | nt | 2% | 6 | 9 | -6% | -4% | i | 1%
Cc1ccccc1-c1nc(CN2CCCC(C(=O)NCc3cccnc3)C2)c(C)o1 (stereo unspecified) | -5% | nt | 3% | 16 | 2 | -8% | 2% | i | -7%
CCS(=O)(=O)c1ccc2oc(SCC(=O)c3ccco3)nc2c1 | nt | 6% | nt | 8 | 2 | -3% | nt | i | nt
O=C(CC1CCCCC1)NCc1cn2ccsc2n1 | 7% | -6% | 4% | 5 | 11 | 2% | -7% | i | 4%
Cc1ccc2cc(CN(Cc3ccco3)C(=O)c3ccccc3)c(=O)[nH]c2c1C | -3% | -8% | 7% | 2 | 0 | 0% | -12% | i | -22%
O=C(Nc1ccc(-n2nncc2-c2ccco2)cc1)c1ccc(F)cc1 | -3% | nt | 13% | 3 | 0 | -2% | 6% | i | -11%
NC(=O)C1CCN(c2oc(-c3ccccc3F)nc2S(=O)(=O)c2ccc(Cl)cc2)CC1 | 0% | 10% | 1% | 7 | 7 | 6% | -12% | i | -2%
O=C(NC1CCCCC1)NC1CCN(S(=O)(=O)c2ccc3c(c2)OCCO3)CC1 | -9% | 6% | 12% | 0 | 3 | 4% | 0% | i | -2%
Cc1occc1-c1nnc(SCC(=O)c2ccc(F)cc2)o1 | -1% | 4% | 17% | 9 | 2 | 5% | -6% | i | 0%
O=c1[nH]c(C2CCCN(S(=O)(=O)c3ccccc3)C2)nc2c1nnn2Cc1ccccc1F (stereo unspecified) | -9% | 0% | -6% | 13 | 5 | -1% | -15% | i | -17%
COc1ccc2[nH]c(=O)c(CN(C3CCCCC3)C(c3nnnn3Cc3ccco3)C(C)C)cc2c1 (stereo unspecified) | -3% | -4% | 9% | 0 | 4 | -16% | 26% | i | 22%
O=S(=O)(c1cccc(S(=O)(=O)N2CCN(c3ncccn3)CC2)c1)N1CCOCC1 | 0% | 9% | 7% | 0 | 6 | 3% | -2% | i | -3%
c1ccc(-c2nn3c(-c4ccncc4)nnc3s2)nc1 | 17% | 10% | 20% | 0 | 6 | 0% | -1% | i | -8%
COc1ccc(CCNC(=O)c2sc(=S)n(C)c2N)cc1 | 1% | 8% | 2% | 23 | 8 | 31% | 1% | i | -9%
CC(=O)OC(C(=O)NCc1ccco1)c1cccnc1 (stereo unspecified) | 5% | 1% | 15% | 16 | 7 | 15% | 6% | i | -5% | Spn PMK inh pilot replicates=4.5;MK inhibit pilot replicates=2.0;Spn DPM-DC inh pilot screen %=6.0
COC(=O)c1ccc(CSc2nnc3sc4ccccc4n23)o1 | -5% | 8% | 3% | 0 | 8 | 3% | 5% | i | -7%
CCOC(=O)N1CCN(C(=O)C(NS(=O)(=O)c2cccc3nsnc23)c2ccccc2)CC1 (stereo unspecified) | -3% | 2% | 14% | 15 | 7 | -9% | -12% | i | -12% | Spn PMK inh pilot replicates=1.0;MK inhibit pilot replicates=4.5;Spn DPM-DC inh pilot screen %=1.5
CCCn1c(=O)c2ccccc2n2c(SCC(=O)/C(C#N)=C(\C)N)nnc12 | -4% | -3% | 5% | 12 | 14 | 8% | 4% | + | 4%
CCN(CC)C(=O)CSc1nc(O)cc(=O)n1-c1ccccc1OC | -5% | -1% | 7% | 0 | 7 | -5% | -9% | i | -5%
CCCNC(=O)NC(=O)CSc1ncc(C(F)(F)F)cc1Cl | 3% | nt | 11% | 0 | 1 | 6% | -4% | i | -7%
Nc1c(C(=O)NCC2CCCO2)c2nc3ccccc3nc2n1-c1ccccc1 (stereo unspecified) | 6% | nt | 4% | 15 | 0 | -2% | 11% | nt | 11%

Grouped by structure: the entries above with two or more sulfur atoms (7)
SMILES | Bfl-1 inhibitors | LYP phosphatase | TNAP inhibition | Spn PMK inh | MK inhibit | HT1080 viability | KRASV12 cytotoxicity | Spn DPM-DC inh | HPDE-C7 cytotoxicity | others
CCSc1nc(-c2ccc(OC)cc2)n(-c2nc3ccccc3s2)n1 | nt | -2% | nt | 4 | 16 | -5% | nt | i | nt
CSc1ccc(-c2nc(CSCC(=O)N3CCOCC3)c(C)o2)cc1 | -1% | nt | 8% | 10 | 5 | 6% | -24% | i | -24% | Spn PMK inh pilot replicates=1.5;MK inhibit pilot replicates=0.0;Spn DPM-DC inh pilot screen %=0.0
CCS(=O)(=O)c1ccc2oc(SCC(=O)c3ccco3)nc2c1 | nt | 6% | nt | 8 | 2 | -3% | nt | i | nt
O=S(=O)(c1cccc(S(=O)(=O)N2CCN(c3ncccn3)CC2)c1)N1CCOCC1 | 0% | 9% | 7% | 0 | 6 | 3% | -2% | i | -3%
COc1ccc(CCNC(=O)c2sc(=S)n(C)c2N)cc1 | 1% | 8% | 2% | 23 | 8 | 31% | 1% | i | -9%
COC(=O)c1ccc(CSc2nnc3sc4ccccc4n23)o1 | -5% | 8% | 3% | 0 | 8 | 3% | 5% | i | -7%
CCOC(=O)N1CCN(C(=O)C(NS(=O)(=O)c2cccc3nsnc23)c2ccccc2)CC1 (stereo unspecified) | -3% | 2% | 14% | 15 | 7 | -9% | -12% | i | -12% | Spn PMK inh pilot replicates=1.0;MK inhibit pilot replicates=4.5;Spn DPM-DC inh pilot screen %=1.5
